TTR transcr act: activators of transthyretin transcription; SH-SY5Y TTR promoter Gaussia luciferase, luminescence; 100% = recombinant luciferase protein wells; activation, % at 16.7 µM; 92,000 tested, 1.3% active; AID 1117267;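 active means activation above the mean of all tested compounds plus 3 SD, cut at about 9.5% in these data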;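 further: cells exposed to compounds for one day before reading; 0% = median of all test compound wells on the plate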
* = called active by the depositor. The list is partial; rates above refer to the full screens.

SMILES | TTR transcr act
CNCC(O)COc1cccc(OC)c1 (stereo not drawn) | 4.9
O=C(c1ccccc1Cl)N(Cc1ccc(Cl)c(Cl)c1)N1C(=O)CCCC1=O | -2.2
Cc1nn(C)c(C)c1S(=O)(=O)N1CCCC(C(=O)NCCc2ccc(Cl)cc2)C1 (stereo not drawn) | -1.6
Cc1nc(CNC(=O)CC2C(=O)NCCN2Cc2cccc(Oc3ccccc3)c2)cs1 (stereo not drawn) | 3.0
CCOc1ccc(C=NNC(=O)c2ccc(-n3cnnn3)cc2)cc1 | 0.2
O=C(c1ccccc1Br)N1CCN(c2ccc([N+](=O)[O-])c(N3CCOCC3)c2)CC1 | -0.9
CCCOc1ccc(C(O)C(CN2CCOCC2)c2ccccc2)cc1 (stereo not drawn) | -4.8
Cc1noc(C)c1-c1ccc(C(=O)NCc2ccccc2)c2occc12 | 4.5
N#C/C(=C\c1ccc(OCCN2CCOCC2)cc1)C(=O)Nc1ccccc1F | 1.6
O=C(N[C@@H]1CC[C@H](CCn2cc(-c3ccccn3)nn2)O[C@@H]1CO)c1ccncc1 | 4.1
COc1ccc(C(=O)N[C@H]2CCCCNC2=O)cc1OC1CCN(C(C)C)CC1 | 0.1
NC(=O)c1nsc(C(=O)N(Cc2ccco2)C(C(=O)NCC2CCCO2)c2ccc(O)cc2)c1N (stereo not drawn) | -1.2
COc1ccc(C(=O)NCC(=O)OCC(=O)NCc2ccc3c(c2)OCO3)cc1 | 0.5
Cc1ccc(S(=O)(=O)NCC(=O)OCC(=O)Nc2ccccc2OC(F)F)cc1 | 3.3
c1ccc(CCn2cccc2)nc1 | -0.7
Cn1nccc1C(=O)Nc1cccc(C(F)(F)F)c1 | 0.5
CCN(CC)S(=O)(=O)c1ccc(C(=O)N2CCc3ccccc32)cc1 | 0.1
CC1CCN(c2ccc3nnc(CCC(=O)NC(C)C)n3n2)CC1 | -1.0
COc1ccc(-n2c(C)cc(C(=O)COc3ccc(-n4cnnn4)cc3)c2C)cc1 | 3.4
CC1CCCC(NC(=O)COC(=O)Cc2ccc(Cl)cc2)C1C (stereo not drawn) | 0.3
O=C(Nc1ccc([N+](=O)[O-])cn1)C1CC2CCC1C2 (stereo not drawn) | 1.0
CCOc1ccc(OCCC(=O)N(CC)CC(=O)Nc2ccccc2OC)cc1 | -1.6
O=C1CN(S(=O)(=O)c2ccc(F)cc2)c2ccccc2N1 | -2.3
Clc1ccc(CN(Cc2ccccc2)C(c2cccs2)c2nnnn2C2CCCC2)cc1 (stereo not drawn) | -3.3
Cc1cc(C)c(C#N)c(SCC(=O)N2CCN(Cc3ccccc3)CC2)n1 | -3.4
COc1ccc(/C=N/Nc2nc(N)cc(Cl)n2)cc1OC | 1.5
O=C(NC1CC1)C1CCN(C2CCN(C(=O)c3ccc(C(F)(F)F)cc3)CC2)CC1 | 0.3
N#CCOc1ccccc1/C=N/n1nnnc1N | 0.9
CCC1CCCCN1CCCNC(=O)c1cc2c(Cl)nc3ccccc3c2s1 (stereo not drawn) | -0.8
COc1ccc(C(=O)NCc2nnc(SCC(=O)NCCc3ccccc3)o2)cc1 | 1.4
CNC(=O)[C@@]1(C)C=C[C@@H](Cc2ccccc2)N1C(=O)OC | 0.4
Cc1ccc2nc(CSc3nnc(-c4ccco4)o3)cc(=O)n2c1 | -0.2
O=C(COC(=O)c1c(F)cccc1Cl)NC1CCCCC1 | -0.3
O=C(Nc1sc2c(c1C(=O)O)CCC2)c1ccc(F)cc1 | -4.4
COc1ccc(NC(=O)CC(C)CC(=O)NCc2ccccc2)c(OC)c1 (stereo not drawn) | 2.2
O=C(CN1CCN(Cc2ccccc2F)C1=O)NCCc1ccc(Cl)cc1 | 1.7
CSc1ccccc1C(=O)Nc1ccc(C)c(C)c1 | 1.7
CSCc1ccc(C(=O)N2CCC(CCC(=O)N(C)Cc3ccccc3)CC2)o1 | -0.1
CN1CCN(C(=O)c2ccc(NS(=O)(=O)c3ccccc3)cc2)CC1 | -0.8
CCN(C[C@H]1N[C@@](Cc2ccccc2)(C(=O)OC)[C@H]2C(=O)N(Cc3ccccc3)C(=O)[C@@H]12)C(=O)COC | 0.1
COc1cc(OC)c(C(=O)NNC(=O)c2ccc(NS(=O)(=O)c3cccs3)cc2)cc1OC | -0.3
CCCn1c2ccccc2c2cnn(CC(=O)NCCCOC)c(=O)c21 | -0.1
CCc1cc(C(=O)c2ccc(OC)cc2)c(NC(=O)CN2CCCCC2)s1 | 1.1
CC(OC(=O)Cn1cc(C(F)(F)F)ccc1=O)C(=O)N(C)c1ccccc1 (stereo not drawn) | 0.6
O=C(Nc1nncs1)c1cc2c(s1)CCC2 | -0.7
CCOC(=O)C1C(=O)OC(C)(C)C1C(C)C(=O)c1ccc(OC)cc1 (stereo not drawn) | -1.1
CN(C)c1ncc([N+](=O)[O-])cc1C(F)(F)F | -0.2
O=C(CNS(=O)(=O)c1ccccc1)NCc1ccccn1 | 4.8
CCCCNC(=O)c1c(CSc2ccccc2)noc1C(=O)NCc1ccccc1 | -1.9
CNC(=O)/C(C#N)=C/c1c(N2CC(C)OC(C)C2)nc2ccccn2c1=O (stereo not drawn) | -1.0
C=CCN1C(=O)C2C(C(=O)NC)C3C=CC2(O3)C1C(=O)NCc1ccc(OC)cc1 (stereo not drawn) | 5.8
Cc1ccc(CNC(=O)COc2ccc(S(=O)(=O)NC(C)C)cc2)cc1 | 0.7
Cc1cccc(C)c1Nc1nnc(SCC(=O)c2ccc3c(c2)NC(=O)CO3)s1 | -2.2
O=C(CCc1nc2ccccc2c(=O)[nH]1)NCc1cccc(Cl)c1 | -3.6
N#CC1C(=O)NC(=O)C(C#N)C12CCCc1sccc12 (stereo not drawn) | -0.1
CS(=O)(=O)c1sc(C(=O)NC(=O)Nc2cccc(C(F)(F)F)c2)c2c1C=CCC2 | 0.3
O=C(Nc1cccc(-n2cnnn2)c1)c1ccco1 | -0.1
CC1=NNC(=O)C1Cc1ccc(F)cc1 (stereo not drawn) | 1.7
O=c1cnc2cc([N+](=O)[O-])ccc2[nH]1 | 1.8
CCOC(=O)CN(C)S(=O)(=O)c1ccc(-c2cc(C(=O)OC)sc2C(F)(F)F)cc1 | 1.6

Following part
SMILES | TTR transcr act
Cc1cc(O)ccc1-c1cnc2ccccc2n1 | 0.1
CSc1ncc(Cl)c(C(=O)Nc2nnc(SC/C=C/c3ccccc3)s2)n1 | -6.3
CC(=O)N/N=C/c1cc2c(cc1[N+](=O)[O-])OCO2 | -1.4
COc1ccc(C(=O)NCCS(=O)(=O)NCc2ccc(F)cc2)cc1 | 3.6
Cc1ccc(S(=O)(=O)c2cc3c(=O)n4ccccc4nc3n(Cc3ccco3)c2=N)cc1 | -1.4
O=C(N/N=C/c1c(O)n(Cc2ccco2)c(=O)[nH]c1=O)c1ccccc1 | 0.0
CC1=C(C(=O)N2CCCCCC2)CC(CC(=O)NCC2CCCCC2)C(=O)N1Cc1ccccc1 (stereo not drawn) | -1.9
CSc1ccc(CNC(=O)c2c(C)noc2C)s1 | -0.2
COCc1c(C(=O)N/N=C(/C)c2cccs2)nnn1-c1nonc1N | -0.6
CCCOc1ccc(C(CC(=O)O)NC(=O)c2ccc3c(c2)OCO3)cc1 (stereo not drawn) | -0.8
Cc1ccc(-c2cnc(SCCNC(=O)c3ccco3)[nH]2)cc1 | 0.1
Cc1cccc(-n2ncc3c(N(C)Cc4ccccc4)ncnc32)c1 | -0.4
NC(N)=NC(N)=Nc1ccc2ccccc2c1 | -0.5
COc1ccc(N(C(=O)c2ccc(S(=O)(=O)N3CCCC3)cc2)C2C=CS(=O)(=O)C2)cc1 (stereo not drawn) | -0.4
O=C(C1CC1)N1N=C(c2ccccc2)CC1(O)C(F)(F)C(F)(F)F (stereo not drawn) | 1.0
CCCCCC(=O)N1C[C@@H](O)[C@H](n2cc(COC(=O)c3ccccc3)nn2)C[C@@H]1c1ccc(OC)cc1 | -0.9
COc1ccc(C(F)(F)F)cc1N/C=C/c1nnnn1-c1ccc(C)cc1 | -0.5
On1nnc2c3ccccc3c3ccccc3c21 | -0.2
Cc1cc(C=C2C(=O)c3ccccc3C2=O)c(C)n1-c1ccccc1 | -0.6
CC(C)NC(=O)C1C(c2ccc(C(F)(F)F)cc2)=Nc2ccccc2N1C(=O)c1cccc2ccccc12 (stereo not drawn) | 0.2
CN(C)c1ccc(-c2nnn(CC(=O)NCc3ccc4c(c3)OCO4)n2)cc1 | 0.9
CCN1CCN(c2cc(C)c3cc(NC(=O)c4ccc5c(c4)OCO5)ccc3n2)CC1 | 8.4
CCNC(=O)C1(C)CCCN(C(=O)c2cc(C)n(C(C)(C)C)n2)C1 (stereo not drawn) | 5.3
Cc1cc(OCCCn2cnc3ccccc3c2=O)ccc1[N+](=O)[O-] | 0.1
CC(C)Oc1ccc(C(CC(=O)O)NC(=O)CSc2ncn[nH]2)cc1 (stereo not drawn) | -1.0
O=S(=O)(c1ccc(Cl)cc1)n1cccn1 | -0.1
CNC(=O)CC1C(=O)N(C)C(=S)N1NC(=O)c1ccccc1 (stereo not drawn) | -0.2
COCCCNC(=O)CN(c1cc(Cl)ccc1OC)S(C)(=O)=O | 1.8
O=C(Nc1ccc2c(c1)OCO2)Nc1ccccn1 | -0.5
CC1CCCN(C(=O)C2c3ccccc3C(=O)N3CCc4ccccc4C23)C1 (stereo not drawn) | 1.1
Cc1ccc(-c2noc(CCC(=O)N3CCCC3)n2)cc1 | 2.1
COc1ccccc1-n1cnc2cc(C(=O)NC3CCCC3)ccc21 | -1.2
COC(=O)C1C2C=CC(C3CC23)C1C(=O)OCC(=O)c1ccc(OC)cc1 (stereo not drawn) | 2.6
CC(C)[C@@H]1OC(=O)[C@@H]2CCCN2C(=O)[C@H](C)OC(=O)[C@H](C)[C@@H](C(C)C)NC(=O)[C@@H]2CCCN2C(=O)[C@H]([C@H](C)Cc2ccccc2)NC(=O)[C@@H]2CCCN2C(=O)[C@@H](C(C)C)N(C)C1=O | -0.2
COc1ccc2nc(Cl)cc(Cl)c2c1 | -0.1
COCCCNc1oc(-c2ccccc2Cl)nc1C#N | -0.2
O=C(O)C(Nc1nc(C(F)(F)F)nc2ccccc12)c1ccccc1 (stereo not drawn) | 2.4
C[C@@]12C(=O)N(c3ccccc3)C(=O)N1[C@@H]1c3ccccc3OC[C@@H]1[C@H]2c1ccccc1 | -5.8
Cc1cc(C(=O)OCC(=O)N(CC(C)C)c2c(N)n(Cc3ccccc3)c(=O)[nH]c2=O)c(C)o1 | -1.1
CC(=O)C1CCC2C3CC(C)C4(O)CC(=O)CCC4(C)C3C(O)CC12C (stereo not drawn) | 0.2

Of the compounds above, 6 have an NH in an aromatic ring:
SMILES | TTR transcr act
O=C(CCc1nc2ccccc2c(=O)[nH]1)NCc1cccc(Cl)c1 | -3.6
O=c1cnc2cc([N+](=O)[O-])ccc2[nH]1 | 1.8
O=C(N/N=C/c1c(O)n(Cc2ccco2)c(=O)[nH]c1=O)c1ccccc1 | 0.0
Cc1ccc(-c2cnc(SCCNC(=O)c3ccco3)[nH]2)cc1 | 0.1
CC(C)Oc1ccc(C(CC(=O)O)NC(=O)CSc2ncn[nH]2)cc1 (stereo not drawn) | -1.0
Cc1cc(C(=O)OCC(=O)N(CC(C)C)c2c(N)n(Cc3ccccc3)c(=O)[nH]c2=O)c(C)o1 | -1.1

New compounds follow.
SMILES | TTR transcr act
COc1ccc([C@H]2[C@H](C(=O)C(C)(C)C)N3N=Cc4ccccc4C3C23C(=O)OC(C)(C)OC3=O)cc1 (stereo partly drawn) | -1.3
N#CC1(Cc2ccc(Cl)cc2)c2ccccc2C=CN1C(=O)c1ccccc1 (stereo not drawn) | 0.1
CC(=O)c1cc(CN2CCN(C3CCCCC3)C(CCO)C2)cs1 (stereo not drawn) | 1.0
COc1cc(Cl)cc(C(c2c(C(=O)O)[nH]c3ccccc23)c2c(C(=O)O)[nH]c3ccccc23)c1O | 1.9
CCOC(=O)c1sc2nc(CSc3ccccc3Cl)[nH]c(=O)c2c1C | 2.4
CCC(C(=O)NC(C)(C)C)n1c(-c2ccccc2)nc2ccccc21 (stereo not drawn) | 0.1
CCOc1ccc(Nc2cc(=O)[nH]c(=O)[nH]2)cc1 | -1.8
CC(C)(O)c1[nH]c2cc(F)ccc2c1C(C)(C)O | 4.3
CCOC(=O)c1c(CCl)nc2ccccc2c1C | -1.2
CC(C)CCNS(=O)(=O)c1ccc(-c2ccc(S(=O)(=O)NCCC(C)C)cc2)cc1 | 0.9
CC(C)CN(C(=O)CSc1nc2ccccc2o1)c1c(N)n(Cc2ccccc2)c(=O)[nH]c1=O | 0.5
O=C(NOCc1ccccc1)c1cccc([N+](=O)[O-])c1 | -0.4
O=C(CS(=O)(=O)c1ccccc1)Nc1nc(-c2ccc(F)cc2)cs1 | -1.3
Cc1ccc(C2(C)NC(=O)N(CCOc3ccccc3)C2=O)cc1 (stereo not drawn) | 2.2
CC(C)(C)c1ccc(CN(Cc2ccccc2)C(c2ccccn2)c2nnnn2C(C)(C)C)cc1 (stereo not drawn) | 0.7
CCC(CO)Oc1cc(NCc2cc(C)cc(C)c2)c2ncn(C(C)C)c2c1 (stereo not drawn) | 11*
Cc1ccc(N2CC(C(=O)OCc3ccccc3F)CC2=O)cc1 (stereo not drawn) | 2.6

5 entries already listed, ordered by the number in TTR transcr act, falling.
| molecule | TTR transcr act |
| --- | --- |
| Cc1ccc(N2CC(C(=O)OCc3ccccc3F)CC2=O)cc1 (stereo not drawn) | 2.6 |
| Cc1ccc(C2(C)NC(=O)N(CCOc3ccccc3)C2=O)cc1 (stereo not drawn) | 2.2 |
| CC(C)(C)c1ccc(CN(Cc2ccccc2)C(c2ccccn2)c2nnnn2C(C)(C)C)cc1 (stereo not drawn) | 0.7 |
| O=C(CS(=O)(=O)c1ccccc1)Nc1nc(-c2ccc(F)cc2)cs1 | -1.3 |
| CCOc1ccc(Nc2cc(=O)[nH]c(=O)[nH]2)cc1 | -1.8 |

Bioassay records from PubChem.
